# CR mimetic SO: lowers age-related superoxide in aged yeast cells. S. cerevisiae aged cells, superoxide DHE fluorescence; stronger effect = lower value. superoxide response (% of plate mean), % at 10 µM. actives 0.18% (n = 330,000);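 active = superoxide response under a set limit, about three screen SD below normal, cut at about 65% in these data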;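 note: yeast aged for seven days with compound at 30 °C before DHE staining; 100% = average MFI of all compound-treated wells on the plate with controls excluded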
# MCL1-BIM inh: inhibitors of human MCL1 binding to BIM-BH3 peptide; GST-MCL1 / FITC-Bim-BH3 fluorescence polarization; inhibition, % at 10.9 µM; actives 0.68% (n = 320,000);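 active = inhibition above the mean inhibition of all tested compounds plus 3 SD, set per campaign, cut at about 40% in these data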;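 note: 0% = DMSO wells and 100% = unlabeled Bim-BH3 peptide control; higher means more loss of mP so more displacement of Bim peptide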
# GLD-1 TGE inh: GLD-1-TGE RNA interaction inhibition (C. elegans). Q17339. purified GLD-1 + fluorescein TGE RNA, fluorescence polarization. inhibition, % at 5.96 µM. actives 0.44% (n = 320,000);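 active = percent inhibition above a per-plate cutoff, the plate mean of test compounds plus 3 SD, cut at about 30% in these data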;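 note: 0% = DMSO wells with GLD-1 and probe and 100% = wells lacking GLD-1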
# MEX-5 binding: C. elegans MEX-5 TCR-2 RNA binding activity | AID 1832 | actives 0.38% (n = 300,000) | MEX-5/FITC-TCR2 RNA binding, fluorescence polarization; stronger effect = lower value | activity score (negative = inhibition of binding), % at 10 µM | Q9XUB2;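 active = inhibition past about -25% in most replicates, and total fluorescence under double the plate's negative control median, limit read from the data; inconclusive = replicates evenly split on the limit, or fluorescence at least double controls; inactive = too little inhibition in most replicates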;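 note: 0% = DMSO and -100% = 5 µM competing unlabeled TCR2 RNA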
# AGP1-GFP MLPCN: modulators of TOR pathway AGP1-GFP in S. cerevisiae | S. cerevisiae AGP1-GFP multiplex flow cytometry, 3 h; GFP as percent of DMSO wells | GFP response vs DMSO, % at 10 µM | actives 0.02% (n = 320,000) | AID 2066;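 active = GFP response relative to DMSO above a set limit, near screen average plus 3 SD, cut at about 150% in these data; inconclusive = fewer than 70 cells counted for the yeast strain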;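 note: median GFP channel fluorescence of the gated AGP1 strain per well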
# BCLXL inh: blocks human Bcl-xL binding to Bim BH3 peptide. Q07817. GST-Bcl-xL / FITC-Bim BH3 peptide fluorescence polarization. inhibition, % at 10.9 µM. actives 0.7% (n = 320,000);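 active = inhibition above the mean of all tested compounds plus 3 SD, cutoff set per campaign, cut at about 30% in these data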;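 note: 0% = DMSO wells and 100% = unlabeled Bim-BH3 peptide competitor; inhibitors lower millipolarization by displacing the labeled peptide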
# Target sequence (Q07817 whole entry, looked up): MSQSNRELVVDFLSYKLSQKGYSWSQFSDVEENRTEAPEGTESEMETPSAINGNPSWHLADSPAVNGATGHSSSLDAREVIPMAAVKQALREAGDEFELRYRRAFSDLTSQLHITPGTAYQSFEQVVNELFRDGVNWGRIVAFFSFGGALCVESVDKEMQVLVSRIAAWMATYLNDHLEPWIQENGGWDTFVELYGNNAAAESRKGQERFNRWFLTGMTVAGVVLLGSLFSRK
# VLA-4 inh: inhibition in a human VLA-4 binding assay | actives 0.2% (n = 330,000) | VLA-4 expressing cells, ligand binding flow cytometry | inhibition, % (about 7 µM as worked out from the volumes in the protocol); in the data active = inhibition above about 50%
# CIT2-GFP yeast: modulators of TOR pathway CIT2-GFP in S. cerevisiae | S. cerevisiae CIT2-GFP strain, flow cytometry, 3 h; 100 means same as DMSO wells | GFP response vs DMSO, % at 10 µM | actives 0.065% (n = 320,000);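 active = GFP response relative to DMSO above a set limit, near the screen mean plus 3 SD, cut at about 150% in these data; inconclusive = Fewer than 70 cells measured for a yeast strain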;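 note: ratio of well median GFP fluorescence to mean of DMSO wells on the plate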
# GRK2 inh: human GRK2 inhibition via aptamer displacement | P25098 | inhibition of aptamer binding, % at 10 µM | actives 0.59% (n = 330,000) | bead flow cytometry, FAM-aptamer displacement from GRK2;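 active = inhibition of aptamer binding above 40%, roughly 3 SD of noise, on plates passing a quality check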;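 note: median bead fluorescence of bound FAM aptamer so fluorescent compounds give negative values; no value below 0 was filed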
# Target sequence (P25098 whole entry, looked up): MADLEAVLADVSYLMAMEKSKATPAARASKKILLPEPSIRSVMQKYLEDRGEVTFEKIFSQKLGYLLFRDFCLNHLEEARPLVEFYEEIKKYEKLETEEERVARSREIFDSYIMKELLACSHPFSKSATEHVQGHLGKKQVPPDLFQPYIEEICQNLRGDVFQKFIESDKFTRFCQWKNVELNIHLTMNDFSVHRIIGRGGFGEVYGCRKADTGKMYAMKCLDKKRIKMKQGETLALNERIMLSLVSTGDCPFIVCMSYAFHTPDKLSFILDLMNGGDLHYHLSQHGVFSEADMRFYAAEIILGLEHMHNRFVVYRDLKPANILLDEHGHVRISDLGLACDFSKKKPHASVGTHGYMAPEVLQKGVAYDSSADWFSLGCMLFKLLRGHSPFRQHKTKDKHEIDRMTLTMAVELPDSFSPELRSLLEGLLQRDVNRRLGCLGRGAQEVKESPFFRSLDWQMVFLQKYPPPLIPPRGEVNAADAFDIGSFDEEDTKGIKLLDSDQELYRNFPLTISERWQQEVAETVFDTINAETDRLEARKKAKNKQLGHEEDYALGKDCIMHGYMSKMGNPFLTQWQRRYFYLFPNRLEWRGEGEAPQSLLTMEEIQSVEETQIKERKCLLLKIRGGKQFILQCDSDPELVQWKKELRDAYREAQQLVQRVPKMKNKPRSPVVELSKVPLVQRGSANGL
# Active calls of the source: *; i = inactive; ? = inconclusive; · = not tested or not shown; [ ] = another dose, or the depositor's remark. Hits appear at their usual frequency. About 2.1% of those tested had a hit in this group.
SMILES,CR mimetic SO,MCL1-BIM inh,GLD-1 TGE inh,MEX-5 binding,AGP1-GFP MLPCN,BCLXL inh,VLA-4 inh,CIT2-GFP yeast,GRK2 inh
COC(=O)c1cc2nc(-c3ccccc3)cc(C)n2n1,93,12,2,0.8,89,4,0,95,3
CCN(CC)S(=O)(=O)c1cc(NS(=O)(=O)c2cccc(C(=O)O)c2)ccc1C,122,2,1,1.6,108,4,0,103,0
O=c1oc(-c2cccs2)nc2scc(-c3cccs3)c12,100,4,9,-3.4,101,5,11,102,1
C=CCn1c(N)nc2ccccc21,88,3,5,4.2,99,3,31,111,0
CCCCC(=O)NC(c1ccc([N+](=O)[O-])cc1)c1c(O)ccc2ccccc12 (stereo not given),108,6,0,2.5,102,3,-14,101,0
CCN1CC(CNC(=O)c2ccc3nc(Cc4cccc(Cl)c4)oc3c2)CC1=O (stereo not given),94,7,0,-0.6,96,2,21,96,1
CN(CCNC(=O)c1cccc(N2CCCC2=O)c1)Cc1ccccc1,103,4,-2,0.5,107,4,8,96,0
COc1cc(S(=O)(=O)NC2CCCCC2C)ccc1-n1cnnn1 (stereo not given),99,3,0,-1.4,107,0,1,100,0
O=c1[nH]ccc2c([N+](=O)[O-])cccc12,78,-10,1,-2.4,102,-4,10,102,6
Cc1ccc(Nc2nnc(SCC(=O)c3c(N)n(C4CC4)c(=O)[nH]c3=O)s2)cc1C,73,5,7,·,100,4,1,96,0
CCCn1c2ccccc2c2cn[nH]c(=O)c21,113,-3,-2,-0.7,93,-2,-1,91,18
COc1cc(N2CCCC2)c(OC)cc1/C=C(/C#N)c1cccc(Br)c1,88,-82,-46,-20,96,-57,i,98,0
Cc1cc(OCC(=O)N(Cc2cccs2)C2CCS(=O)(=O)C2)ccc1Cl (stereo not given),110,1,4,0.7,107,8,-5,101,0
Cc1cc(C(=O)N/N=C2\CC(=O)CC(C)(C)C2)c(C)n1-c1ccc(F)cc1,113,9,11,-3.3,·,8,3,·,0
CCOc1ccc(C2C=C(c3ccccc3)Nc3ncnn32)cc1 (stereo not given),107,46*,37*,2.3,91,46*,7,98,0
COCCCNC(=O)CCc1nc2cccnc2n1Cc1ccccc1,76,5,4,0.9,106,10,-4,113,1
CC(C)NC(=O)N(C)C[C@H]1Oc2ccc(NS(=O)(=O)c3ccccc3)cc2C(=O)N([C@H](C)CO)C[C@H]1C,100,·,6,·,·,·,-2,·,2
Cc1ccn2c(=O)nc(SCC(=O)N3CCC(C)CC3)nc2c1,104,9,4,0.2,110,11,-1,96,2
COc1ccc(/C=C/C(=O)C2(O)CCCCC2)cc1,101,2,1,0.5,101,-3,23,89,0
O=C(Nc1ccc(Br)cc1)c1cccnc1N1CCCCC1,77,10,2,0.4,91,12,3,92,1
COc1ccccc1N(C)S(=O)(=O)c1ccc(Cl)c(C(=O)Nc2cccc(C)n2)c1,91,-6,6,0.1,107,6,-12,103,1
COc1ccccc1/C=N/NC(=O)c1ccc2c(c1)OCO2,98,4,6,1.9,103,3,5,103,4
C=CCN1C(=O)c2ccc(C(=O)N(CC)CC(=O)Nc3c(F)cccc3F)cc2C1=O,89,-8,2,-1.5,108,1,4,99,1
COCCNC(=O)CSc1nc2nc(C)cc(C)n2n1,116,-6,-4,-7.8,91,1,5,105,0
O=C(Oc1ccccc1C(=O)N1CCOCC1)c1ccc(F)cc1,98,-2,-2,0.5,104,0,16,93,3
SMILES,CR mimetic SO,MCL1-BIM inh,GLD-1 TGE inh,MEX-5 binding,AGP1-GFP MLPCN,BCLXL inh,VLA-4 inh,CIT2-GFP yeast,GRK2 inh
CC(C)[C@H]1C(=O)Nc2ccccc2N1C(=O)N[C@@H](Cc1ccccc1)C(=O)N[C@H](Cc1ccccc1)C(=O)O,133,-3,1,-1.1,101,-2,-16,100,3
O=c1c2ccccc2c(=O)n(Cc2ccccc2)n1Cc1ccccc1,87,10,5,2.1,84,4,-10,87,10
CCOP(=O)(OCC)c1ccc2c(c1)C(=O)c1ccccc1CC2,88,-1,-2,·,97,5,0,94,3
COc1ccc(C(=O)Nc2cc(C)ccc2NC(=O)COc2ccccc2)cc1,108,0,1,0.2,94,-1,6,93,0
CCOC(=O)c1cc(C)n(-n2cnnc2)c1C,88,3,3,3.0,104,2,25,98,0
Cc1cc(C)cc(NC(=O)CSc2nc3nc(C)cc(C)n3n2)c1,85,-2,7,·,103,0,7,101,41*
C=CCN1CC(c2nc3ccccc3n2CCOc2ccccc2)CC1=O (stereo not given),90,2,7,2.9,103,-1,-6,103,2
COn1c(-n2nc(C)cc2C)nc2ccccc2c1=O,112,6,2,-1.0,100,1,9,107,0
CC(C)Sc1nnc(-c2c[nH]c3ccccc23)n1C,102,-2,-1,-1.8,103,2,-7,97,0
COC(=O)c1c(O)c2ccccc2[nH]c1=O,99,10,1,-0.2,102,8,3,94,0
N#CCC(=O)N/N=C/c1ccc(OCc2ccccc2)cc1,98,1,-4,0.2,93,-5,5,88,0
COC(=O)C1=C(C(=O)OC)C2(OC1c1cccc(F)c1)C(=O)c1ccccc1C2=O (stereo not given),114,-9,-6,2.6,102,-3,-1,91,0
COc1ccc(C(=O)NNC(=O)CCCCC(=O)NNC(=O)c2ccc(OC)cc2)cc1,92,4,3,-1.1,101,4,-3,102,1
CC12CCC(=O)N1C(C(=O)Nc1cccc(S(=O)(=O)N3CCCCC3)c1)CS2 (stereo not given),92,0,3,0.4,110,5,6,107,0
O=C(Cn1c(=O)n(-c2ccccc2)c(=O)c2sccc21)NCc1ccccc1,84,7,-2,1.1,102,6,-5,97,3
COc1ccc(CCN2C(=O)CC(NCCc3ccc(S(N)(=O)=O)cc3)C2=O)cc1OC (stereo not given),103,0,4,1.0,111,6,4,109,1
CC(C)C[C@H](NC(=O)C1CC(=O)N(c2ccc3c(c2)OCO3)C1)C(=O)NCc1ccco1 (stereo not given in full),103,13,6,-1.4,96,14,-2,100,33
Cc1ccc(OCc2n[nH]c(=S)n2-c2ccccc2)cc1,90,-16,-1,0.0,97,-15,-4,94,0
CC(C)(C)OC(=O)NCC1CCN(S(=O)(=O)Cc2ccccc2)CC1,86,-7,-3,2.4,101,2,-23,104,0
O=C1CN(C(=O)c2cccc(S(=O)(=O)N3CCCC3)c2)c2ccccc2N1,98,-1,3,2.2,98,-6,-9,95,0
O=C(N/N=C/c1cccnc1)c1ccc(CN2c3cccc4cccc(c34)S2(=O)=O)cc1,108,3,-16,0.2,101,-3,7,95,0
COc1ccc(-c2c(-c3cc(OC)cc(OC)c3)n(C)c3ccc(-c4ccc(OC)nc4)cc23)cc1,99,-1,4,·,102,1,9,100,2
O=Cc1cn(-c2ccccc2)nc1-c1ccc(F)cc1,79,8,4,0.4,96,8,10,98,1
Cc1ccc(CN2CCCN(Cc3cc(C)ccc3C)S2(=O)=O)cc1,99,1,-1,2.1,99,4,-2,106,2
CCOC(=O)C1CCN(c2c(C(=O)c3ccccc3)cnc3ccc(Cl)cc23)CC1,93,1,5,0.9,99,1,-12,89,2
SMILES,CR mimetic SO,MCL1-BIM inh,GLD-1 TGE inh,MEX-5 binding,AGP1-GFP MLPCN,BCLXL inh,VLA-4 inh,CIT2-GFP yeast,GRK2 inh
NC(=O)CSc1nc2cc(Cl)ccc2c(=O)n1C1CCCCC1,84,-1,1,0.2,90,2,11,97,1
O=C(O)c1cc(O)ccc1N=Nc1ccccc1,86,1,-1,0.9,103,2,8,101,3
O=C(NCc1ccccc1F)C1CCCN1C(=O)Nc1ccc(Cl)cc1 (stereo not given),89,3,7,1.2,107,2,20,104,1
COc1ccc(C2Nc3cccc4cccc(c34)N2)cc1Br,103,14,1,-0.5,98,10,0,90,68*
O=C(O)c1cccc(NC2=C(N3CCOCC3)C(=O)c3ccccc3C2=O)c1,192,6,2,-2.7,92,12,-1,86,0
CCOC(=O)COc1ccccc1/C=C\[N+](=O)[O-],77,0,8,0.0,76,3,50*,74,0
COc1ccc(-c2[nH]ncc2CN2CCCN(c3ccccc3)CC2)c(F)c1,83,-6,0,·,95,7,-1,96,0
O=C(Cc1cn2ccsc2n1)Nc1ccccn1,94,2,-2,-0.1,102,6,3,101,1
CCCNC(=O)Cn1c2ccccc2c2nc(=O)cc(C)n21,92,10,4,-3.6,101,10,1,92,2
Cn1c(SCc2c(F)cccc2Cl)nnc1-c1cccs1,93,4,1,0.5,97,5,18,110,3
COc1ccc(/C=N/Nc2nnc(C)n2N)cc1OC,101,5,7,0.7,104,7,-11,109,0
Cc1cc(NC(=O)C2CCCN(S(=O)(=O)c3cnc[nH]3)C2)ccc1Br (stereo not given),106,-4,-3,-0.8,101,-2,-4,99,0
CCN(CC)CCOc1nnc(-c2ccc(C)cc2)c2ccccc12,95,-4,3,4.3,98,1,3,100,0
Cc1cc(C)nc(NS(=O)(=O)c2ccc(Br)cc2)n1,94,8,-5,-2.0,96,7,14,93,1
Cc1ccc2[nH]cc(CCNC(=O)c3ccc4c(c3)OCO4)c2c1,93,11,4,0.7,97,3,4,104,1
CCN(CC)C(=O)C(C)OC(=O)c1ccc(O)cc1 (stereo not given),99,7,3,0.3,104,11,-1,102,6
CCOCCCNC(=S)NC1CC2CCC(C1)N2Cc1ccccc1 (stereo not given),103,5,1,-2.2,104,4,-1,103,0
Nc1cc(C(=O)O)ccc1N1CCCCC1,105,10,5,-3.0,93,7,2,90,1
N=C1/C(=C\c2ccc(SCc3ccccc3)o2)C(=O)N=C2SC=NN12,106,20,-4,?,101,24,2,104,0
CC(=O)c1ccc(N2CCN(S(=O)(=O)c3cn(C)c(C)n3)CC2)cc1,92,-6,-1,0.6,113[may fluoresce green],-1,-12,147[may fluoresce green],1
OCCNCCCOc1cc(Cl)ccc1Cl,91,7,-2,0.2,94,5,20,86,1
CCOC(=O)c1c(C)[nH]c(C(=O)COC(=O)CSCC(=O)N(CC)CC)c1C,77,-1,-2,0.8,94,2,1,88,3
O=[N+]([O-])c1cccc(NC(=S)NCc2ccncc2)c1,122,0,1,-0.4,108,2,9,85,0
Cn1c(CCNC(=O)c2ccco2)nc2cc(NS(=O)(=O)c3ccccc3)ccc21,85,-1,-3,-0.7,106,5,0,111,0
CCOc1ccccc1N1CC(C(=O)Nc2c(C)n(C)n(-c3ccccc3)c2=O)CC1=O (stereo not given),84,-3,5,2.2,105,-1,0,101,2
C=CCN=C(C)C1=C(O)C(C)OC1=O (stereo not given),100,2,2,1.1,97,-1,-3,89,7
O=C(N/N=C/c1ccc(Br)s1)c1cccs1,101,5,2,-2.1,88,1,17,82,0
Cc1ccc(NC(=O)CN(C)c2ccc(S(=O)(=O)N3CCN(C)CC3)cn2)cc1,103,-15,-2,0.4,104,-4,11,93,0

# Compound activity deposited in PubChem BioAssay by several laboratories.
